Bioassay records from PubChem.
BaF3 parental: reduces parental Ba/F3 cell viability, JAK2V617F counter-screen; CellTiter-Glo ATP luminescence; inhibition, % at 5.6 µM; 220,000 compounds, 1.1% hits;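 active = inhibition above a per-campaign cutoff, the mean inhibition of all tested compounds plus 3 SD, cut at about 27% in these data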;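 note: 0% = DMSO wells and 100% = JAK Inhibitor I control wells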
PERK inhibitor: human PERK inhibition, primary cell-based screen | CHO PERK-DD fusion, SEAP luminescence translation reporter | Q9NZJ5 | 220,000 compounds, 0.17% hits | AID 1416 | inhibition, % at 5.6 µM;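 active = inhibition above the mean inhibition of all tested compounds plus 3 SD, set separately per screening campaign, cut at about 2.9% in these data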;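 note: PERK kinase domain activated by AP20187 dimerizer at 100 nM; 0% = DMSO with dimerizer and 100% = rapamycin at 8.4 µM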
S1P4 antagonist: human S1P4 receptor antagonism. O95977. S1P4-expressing cells, antagonist mode, reporter read-out. inhibition, % at 4.98 µM. 220,000 compounds, 0.26% hits; in the data active = inhibition above about 29%;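 note: 0% = wells stimulated with agonist and 100% = vehicle wells without agonist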
EP2 modulator: modulates human prostaglandin E2 receptor EP2 signaling. induction, % at 25 µM. EP2-expressing cells, cAMP HTRF FRET, PGE2 co-stimulation. 260,000 compounds, 0.83% hits;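 active = compounds whose cAMP rise, as percent of the full-agonist control response, exceeds 60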;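 note: rat C6 glioma line stably carrying human EP2 under a CMV promoter; the protocol text gives 20 µM as final concentration; 100% = response of wells given 1 µM PGE2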
Calpain2 inh: inhibitors of pig calpain II; 220,000 compounds, 0.37% hits; inhibition, % at 16 µM; purified calpain II, fluorogenic peptide substrate, 30 min;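 active = inhibition above about 50%, limit read from the data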
Ba/F3 V617F tox: reduce viability of Ba/F3 cells dependent on JAK2V617F; Ba/F3 EpoR-JAK2V617F viability, ATP luminescence; inhibition, % at 5.6 µM; 220,000 compounds, 1.1% hits;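 active = inhibition above the campaign mean plus 3 SD over all tested compounds, cut at about 24% in these data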;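 note: cytokine-independent growth of Ba/F3 cells driven by EpoR plus mutant JAK2; 0% = DMSO-treated cells and 100% = JAK inhibitor I control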
S1P4 ag: activates the human S1P4 receptor. S1P4-expressing cell line, agonist reporter assay. activation, % at 4.98 µM. 220,000 compounds, 0.35% hits. AID 1509; in the data active = activation above about 11%;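 note: 0% = DMSO vehicle and 100% = reference agonist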
TRPML3 ag: agonists of human TRPML3 channel; HEK293 TRPML3-YFP, Fluo-8 calcium fluorescence; 100% = the carbachol control signal; activation, % at 3 µM; 220,000 compounds, 0.29% hits;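 active = activation above its plate's cutoff, the mean activation of the plate's test wells plus 3 SD, cut at about 12% in these data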;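 note: 0% = DMSO only wells and 100% = carbachol wells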
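Test system: TRPML3-YFP stable HEK293 cells. Doses: single point at 3 µM. Incubation: dye loading 1 h 37 °C then 30 min ambient, 125 s read. Signal: Fluo-8 calcium dye fluorescence, ex 470-495, em 515-575 nm. Measure: percent activation from peak-to-basal fluorescence ratio, scaled between DMSO and carbachol.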
TRPN1 ag: agonists of zebrafish TRPN1 channel | HEK293 zebrafish TRPN1-YFP, Fluo-8 calcium fluorescence; 100% = response to 87 µM carbachol | 220,000 compounds, 0.18% hits | activation, % at 3 µM | AID 1424;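 active = activation above its plate's cutoff, the mean activation of test wells on that plate plus 3 SD, cut at about 19% in these data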;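 note: 0% = DMSO alone and 100% = 87 µM carbachol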
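Assay system: Zebrafish TRPN1-YFP in HEK293 cells | Incubation: Dye loading 1 h at 37 °C, then 30 min room temperature | Measured by: Kinetic Fluo-8 fluorescence, ex 470-495, em 515-575 nm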
Active calls of the source: *; · = no result given; & = joins results of further samples.

SMILES	BaF3 parental	PERK inhibitor	S1P4 antagonist	EP2 modulator	Calpain2 inh	Ba/F3 V617F tox	S1P4 ag	TRPML3 ag	TRPN1 ag
Cc1cccc(OCc2nnc(SCC(=O)Nc3nccs3)o2)c1	-1	1.0	-12	-55	-31	-2	1.9	1.0	-0.3
CC(C)n1c(CCC(=O)O)ccc1-c1ccccc1	5	0.6	12	4	-14	-2	-1.5	1.2	1.1
COc1cccc(CNc2ccc(N3CCC(C)CC3)cc2)c1OC	0	-0.4	-8	19	-2	11	-0.1	0.3	0.8
N#CCCN(CCC#N)C(=S)NC1CC2C=CC1C2 (stereo not given)	0	1.5	-18	-1	12	-1	-0.7	-0.5	-1.5
CCSc1cc(C2C(C#N)=C(N)OC(C)=C2C(=O)OC)c(C)o1 (stereo not given)	3	0.4	-5	-3	-10	-3	-3.6	-0.3	-0.9
C=C(C)c1cccc(C(C)(C)NC(=O)N2CCN(c3ccc(OC)cc3)CC2)c1	4	-0.3	-2	-30	1	-2	-0.7	0.5	-0.3
Cc1nc(SCC(=O)NCc2ccco2)c2c3c(sc2n1)CCCC3	3	-1.2	-1	1	-20	2	2.0	-0.5	-1.3
COc1cc(OC)nc(NC(=O)CSc2nnc(-c3ccccc3)n2C2CCCCC2)n1	1	0.8	-7	·	·	-4	1.5	0.4	0.5
CC(NC(=O)CCC1COc2ccccc2O1)c1ccccc1 (stereo not given)	3	-0.5	-6	-20	19	-2	1.9	0.5	-1.8
CSc1ccc(S(=O)(=O)NC(C)c2ccccc2)cc1 (stereo not given)	6	0.2	-3	-5	-6	-2	0.0	-0.3	-1.1
Cc1oc(-c2cccc(Cl)c2)nc1CN1CCC(C(=O)NCCCN2CCCC2=O)CC1	7	0.5	-16	-1	-3	-4	1.1	1.4	1.1
O=S(=O)(c1ccc(Br)cc1)c1nc(-c2ccco2)oc1NCC1CCCO1 (stereo not given)	1	0.5	0	19	17	-7	-1.5	-1.4	-1.4
Oc1c(Br)cc(Br)cc1CNc1ccc(F)cc1	5	0.3	3	-3	1	-3	-1.1	1.2	1.4
c1ccc(C2=NC(c3ccccc3)N=C(c3ccccc3)N2)cc1	1	-0.2	1	25	-17	2	-0.4	0.4	0.9
CC(=O)Nc1ccc(N2CCc3c(C)c(C#N)c4nc5ccccc5n4c32)cc1	7	0.9	-9	18	-59	-2	-0.7	1.1	0.4
CC(=O)Nc1ccc(S(=O)(=O)N2CCN=C2C)cc1	3	0.7	-9	-6	-14	3	1.0	0.2	0.9
N#C/C(=C/c1ccc(Cl)cc1)NC(=O)c1ccccc1	0	-1.1	-17	10	-39	-3	2.5	-0.4	-0.7
Cc1c(C)c(C)c(/C=[N+](/C)[O-])c(C)c1C	2	0.9	-15	13	0	-6	2.3	0.6	0.3
CSCc1ccc(C(=O)NCc2ccc(F)cc2)cc1	5	1.6	-4	-27	3	-1	1.7	-0.2	-1.4
COc1ccc2c(c1)nc(N)n2Cc1ccccc1	6	-0.6	-20	-11	-11	1	0.4	-0.4	-0.5
O=C(Nc1ccc(OC(F)(F)C(F)F)c(NC(=O)c2ccc(F)cc2)c1)c1ccc(F)cc1	3	-1.3	-2	·	·	4	0.1	0.3	-0.7
COc1ccc(S(=O)(=O)N(C)CC(=O)NCCC2=CCCCC2)cc1OC	4	-1.0	0	10	2	-3	-0.6	0.5	-0.3
Cn1c(CCN2CCCCC2)nc2cc(NC(=O)C3CCCCC3)ccc21	11	-0.6	-2	-7	-23	6	-0.5	0.3	0.7
COc1ccccc1CNC(=O)COC(=O)C1=COCCO1	1	1.3	15	21	-8	-1	-1.2	0.9	1.0
CC1(C)CC(=O)C=C(NCC(=O)O)C1	3	0.2	-4	-5	-2	-2	1.2	0.2	0.7
Cc1ccc(N/C=C(/C#N)c2ccsc2)cc1	2	2.0	4	-21	43	-4	0.1	0.1	-1.5
CCS(=O)(=O)N1Cc2ccccc2CC1C(=O)Nc1ccc(OC)cc1 (stereo not given)	3	1.2	-2	-31	-16	-3	0.6	0.2	-0.9
Cc1sc2c(c1C)C(O)=C(C(=O)Nc1ccccc1)S(=O)(=O)N2C	2	1.0	-5	-11	7	-9	0.4	0.3	0.8
CCOC(=O)N1CCN(C(=O)c2cccc(NC(=O)c3ccco3)c2)CC1	3	0.3	-13	-6	10	0	-1.6	0.6	1.3
COc1ccc(/C=N/OC(=O)Nc2ccc(Cl)cc2)c(OC)c1	0	0.4	-12	-83	13	0	1.5	0.4	0.1
COc1ccc2oc(=Nc3ccccc3)c(-c3nc4ccccc4[nH]3)cc2c1	5	-0.2	-8	9	-67	-1	2.6	0.6	-1.2
CC(=O)c1cnc(N(C)C)s1	1	2.0	-12	0	-1	1	1.1	1.2	0.6
Cc1cc(C)c(C)c(S(=O)(=O)NC(C)C(=O)O)c1C (stereo not given)	1	1.6	-4	25	-28	-4	2.6	0.8	2.1
Cc1cccc2cc(CN(Cc3ccc(F)cc3)C(=O)N3CCOCC3)c(=O)[nH]c12	0	-1.3	-3	-35&-49	-9	-3	1.2	1.0	0.2
COc1ccc(NC(=O)CC2C(=O)N(c3cccc(OC)c3)C(=O)N2C(C)C)cc1 (stereo not given)	11	0.6	-6	2	-15	2	0.9	0.7	0.2
CN(C)CCOC(=O)/C(=C/c1cn(C)c2ccccc12)NC(=O)c1ccccc1	0	-1.7	-3	-3	-5	1	0.4	-0.3	2.0
O=C(CSC1=NCCS1)Nc1nc2c(s1)CCCC2	5	-0.3	-6	-6	-7	2	0.0	0.3	0.1
COc1ccc(Cl)cc1C(=O)Nc1ccc(NC(C)=O)cc1	5	1.8	-17	-2	-21	2	0.1	0.4	0.2
COc1ccc(CC(C)N2CCN(c3ccccc3)CC2)cc1OC (stereo not given)	5	-1.7	-12	-8	-7	0	-1.0	0.9	0.3
O=C(CSc1ccc([N+](=O)[O-])cc1)NCC1CCCCC1	0	-0.5	-15	-13	1	-3	1.0	0.3	-0.5
CC(C)(CN1CCc2ccccc2C1)NS(=O)(=O)c1ccc(Cl)cc1	-2	-1.2	-10	-23	3	-2	1.0	0.4	0.5
O=C(COC(=O)CCCOc1ccc(Cl)cc1Cl)Nc1cccc(Cl)c1	3	1.4	-27	12	21	-4	1.1	0.2	-1.2
CC(C)N1C(=O)/C(=C\c2nc3ccccc3c(=O)[nH]2)c2ccccc21	0	-1.2	-8	-1	25	-2	-2.1	0.1	-1.2
O=C(Cn1c(C(F)(F)F)nc2ccccc21)Nc1ccccc1C(=O)O	7	0.5	-2	43	-20	2	0.8	0.4	0.3
Oc1c(C=Nc2cccc3nsnc23)ccc2ccccc12	6	1.0	0	-12	-25	2	-0.9	1.4	0.5
COc1ccc(OC)c(CC(NC(C)=O)C(=O)NC2CCN(c3nc(OC)nc(OC)n3)CC2)c1 (stereo not given)	10	-0.3	0	17	-25	4	-1.1	0.9	1.0
COc1ccc(N(CC(=O)Nc2ccc(S(=O)(=O)N3CCCC3)cc2)S(C)(=O)=O)cc1OC	5	0.0	-11	-1	-12	3	0.2	0.6	1.8
Cc1cc(NC(=O)CCCn2nc([N+](=O)[O-])c(Cl)c2C)no1	3	0.9	5	23	-24	0	0.7	0.4	-0.3
CC(=O)N1CSCC1C(=O)NNS(=O)(=O)c1cccc(C(F)(F)F)c1 (stereo not given)	0	0.9	3	6	17	-4	-0.8	0.6	0.4
O=C(Nc1cccc(F)c1)c1ccc(S(=O)(=O)NCC2CCCO2)cc1 (stereo not given)	4	0.2	7	-20	4	4	0.8	2.4	3.7
COc1ccc(NC(=O)COC(=O)CCCc2c[nH]c3ccccc23)cc1OC	7	0.4	-11	2	-21	1	-1.5	0.9	3.4
O=C(CSc1nc2ccccc2[nH]1)NC1CCS(=O)(=O)C1 (stereo not given)	7	0.6	-16	17	2	0	-2.6	0.4	-0.3
COc1cccc(=O)c2c(C)n(-c3ccc(C(=O)O)cc3)c(C)c12	-2	-0.1	-4	-1&14	-4	-3	2.4	1.2	0.5
CCC(C)Nc1nc2c(c(=O)[nH]c(=O)n2C)n1CCC(C)C (stereo not given)	4	1.5	-11	7	11	-1	-0.5	0.0	-1.1
CCCCCCCOC(=O)C[N+](C)(C)CCOC1CC2CCC1(C)C2(C)C (stereo not given)	85*	0.0	-3	23	-9	101*	-1.9	-0.1	-1.2
O=[N+]([O-])c1ccc2c(c1)S(=O)c1ccccc1-2 (stereo not given)	0	0.0	2	10&28	-4	0	2.2	0.9	0.2
C/C(=N\NC(=O)OC(C)(C)C)c1ccc[nH]1	6	0.4	-21	-32	11	1	0.9	1.9	-1.2
O=C(NCCCN1CCCC1)Nc1cccc2ccccc12	1	-0.3	-8	20	-6	-2	-1.0	-0.3	1.1
COc1ccc(OC)c(-c2cc(C(=O)Nc3c(C)nn(Cc4ccccc4)c3C)no2)c1	2	0.2	12	-12	28	-2	-0.5	0.0	-1.1
Cc1ccc(N2CC(C(=O)N3CCc4ccccc43)CC2=O)cc1 (stereo not given)	-1	-0.9	-11	14	4	-2	3.5	-0.1	-1.3

Whole records from above. Order of values: BaF3 parental | PERK inhibitor | S1P4 antagonist | EP2 modulator | Calpain2 inh | Ba/F3 V617F tox | S1P4 ag | TRPML3 ag | TRPN1 ag
Entry for `CC(C)N1C(=O)/C(=C\c2nc3ccccc3c(=O)[nH]2)c2ccccc21` = 0 | -1.2 | -8 | -1 | 25 | -2 | -2.1 | 0.1 | -1.2
Entry for `COc1ccc(N(CC(=O)Nc2ccc(S(=O)(=O)N3CCCC3)cc2)S(C)(=O)=O)cc1OC` = 5 | 0.0 | -11 | -1 | -12 | 3 | 0.2 | 0.6 | 1.8
